Screening data as filed in PubChem BioAssay.
HTR2A ag: mouse Htr2a agonists via beta-arrestin recruitment, primary screen, cell-based, luminescence; 360,000 compounds, 0.66% hits; 5-hydroxytryptamine receptor 2A (Mus musculus), P35363; activation, % at 7.6 µM; CHO-K1 mHTR2A beta-arrestin complementation; percent of 30 µM serotonin response;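 active = activation above a run cutoff, the mean activation of all tested compounds plus 3 SD, cut at about 14% in these data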;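 note: 0% = plate median of compound wells and 100% = 30 µM serotonin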
aDG glyco up: activators of alpha-DG glycosylation, primary screen, uHTS, Pro5-aDG cells, AlphaScreen. activation, % at 10 µM. 360,000 compounds, 0.22% hits. alpha-DG glycosylation AlphaScreen (IIH6); 0% Pro5, 100% B10-LARGE cell signal;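 active = activation of at least 8% versus controls, or a plate z-score of at least 8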;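 note: Pro5 are CHO cells carrying HIG-tagged alpha-DG that lacks glycosylation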
Vif imaging: HIV Vif self-association inhibitors, primary screen, imaging, HEK293T, single point | HEK293T cells, Vif self-association by quenched fluorescence, 24 h | inhibition, % at 7.49 µM | 340,000 compounds, 0.35% hits | AID 602346, 2012; in the data active = inhibition above about 50%, passing the limit was not always enough; note: some results filed as inactive read as strong as hits
PDI inh: inhibitors of human PDI, primary screen, biochemical, turbidity, single point, plate reader; AID 588391, 2011; 350,000 compounds, 0.052% hits; inhibition, % at 10 µM; PDI insulin aggregation turbidity, A650, 90 min; Protein disulfide-isomerase (Homo sapiens), P07237;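 active = mean inhibition across replicates of 30% or more, whatever share of single replicates reach that level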;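 note: absorbance from insulin aggregation driven by PDI reduction with DTT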
CaV13 ICDI inh: Primary screen for inhibitors of IQ motif and Ca2+-dependent inactivation inhibitor domain binding in CACNA1D, Förster resonance energy transfer in living cells, …. inhibition, % at 12.3 µM. 340,000 compounds, 0.098% hits. HEK cells, CFP/YFP FRET ICDI-IQ, plate reader, 10 min; percent FRET-ratio fall versus neutral wells;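 active = mean replicate inhibition of at least 30% and at least 1% of replicates passing that level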;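 note: 0% = median of the neutral control wells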
N-glyco inh: increase of ERlucT glycosylation luciferase signal, primary screen, N-linked glycosylation inhibitor project, D54 ERlucT cells, luminescence, set 2; D54 ERlucT glycosylation luciferase reporter, 24 h; percent of 100 nM tunicamycin response; reporter increase, % at 12.5 µM; 360,000 compounds, 0.23% hits;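 active = mean luciferase reporter signal, scaled so untreated is 0 and the glycosylation-blocking control 100, at or above a set limit in every replicate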;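 note: luciferase carries N-glycosylation sites so blocking glycosylation raises the light; 0% = median of neutral control wells and 100% = median of 100 nM tunicamycin wells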
hiPSC survival: enhancers of single-cell hiPSC survival, primary screen, ATPlite luminescence | 100% = ROCK inhibitor wells, 0% = DMSO | survival enhancement, % at 20 µM | 360,000 compounds, 0.044% hits | AID 602274, 2012; in the data active = survival enhancement above about 18%;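 note: cells exposed to compounds for 16 hours before the ATP read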
ABCB6 inh 2: ABCB6 transporter inhibitors, primary screen, K562-ABCB6 cells, flow cytometry, MLPCN library. ATP-binding cassette sub-family B member 6 (Homo sapiens), Q9NP58. K562-ABCB6 porphyrin accumulation, 1 h; stronger effect = lower value. fluorescence ratio to DMSO, % at 10 µM. 360,000 compounds, 0.19% hits;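 active = fluorescence ratio to DMSO below 75%, the collection mean minus 3 SD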;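 note: signal is porphyrin accumulated inside mitochondria; 100% equals median channel fluorescence of DMSO control wells; lower ratio means ABCB6 inhibition with less porphyrin fluorescence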
Target sequence (Q9NP58 whole entry, looked up): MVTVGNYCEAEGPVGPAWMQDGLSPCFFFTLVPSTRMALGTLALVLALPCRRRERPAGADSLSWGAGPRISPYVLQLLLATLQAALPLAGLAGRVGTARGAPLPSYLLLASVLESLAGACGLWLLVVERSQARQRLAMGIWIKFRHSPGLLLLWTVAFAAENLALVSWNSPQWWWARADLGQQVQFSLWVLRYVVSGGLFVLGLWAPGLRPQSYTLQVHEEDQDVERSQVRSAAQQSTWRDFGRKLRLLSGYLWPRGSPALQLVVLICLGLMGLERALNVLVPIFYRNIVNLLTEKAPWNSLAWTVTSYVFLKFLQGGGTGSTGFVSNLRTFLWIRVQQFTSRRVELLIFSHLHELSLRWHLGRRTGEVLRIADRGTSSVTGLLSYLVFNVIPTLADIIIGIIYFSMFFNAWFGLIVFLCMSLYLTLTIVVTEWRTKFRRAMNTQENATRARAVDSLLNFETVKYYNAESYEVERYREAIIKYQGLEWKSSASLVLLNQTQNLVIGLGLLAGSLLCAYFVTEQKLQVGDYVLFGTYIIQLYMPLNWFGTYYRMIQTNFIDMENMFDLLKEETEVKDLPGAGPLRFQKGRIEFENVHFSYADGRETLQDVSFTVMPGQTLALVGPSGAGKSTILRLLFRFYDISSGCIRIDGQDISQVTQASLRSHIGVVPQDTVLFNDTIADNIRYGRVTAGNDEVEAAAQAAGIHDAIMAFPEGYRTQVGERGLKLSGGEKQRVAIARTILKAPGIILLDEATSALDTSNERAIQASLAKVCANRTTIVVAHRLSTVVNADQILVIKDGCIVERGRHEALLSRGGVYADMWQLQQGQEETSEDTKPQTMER
Cardio protect: cardioprotection against H2O2-induced cell death, primary screen, uHTS, H9c2 cells, ATPLite luminescence. H9c2 cardiomyocytes, H2O2 injury protection, 2 h. protection from H2O2 cell death, % at 20 µM. 360,000 compounds, 0.63% hits. AID 588492, 2011;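 active = compounds giving at least 50% protection of heart cells from peroxide-induced death in the single-dose screen, raw or plate-pattern-corrected value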;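 note: 0% = DMSO wells with peroxide and 100% = DMSO wells without peroxide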
Exocytosis inh: LAMP-1 surface exposure blockers, TALL-104 cells – cell-based, flow cytometry, MLPCN library, primary screen; TALL-104 LAMP-1 surface exposure; cells stimulated with thapsigargin and PMA; 360,000 compounds, 0.66% hits; AID 651702, 2012; inhibition, % at 10 µM;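 active = inhibition above about 55%, limit read from the data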
The depositor's hits bear a star; · = not tested or not shown.

Values run as follows: HTR2A ag	aDG glyco up	Vif imaging	PDI inh	CaV13 ICDI inh	N-glyco inh	hiPSC survival	ABCB6 inh 2	Cardio protect	Exocytosis inh
CC(=O)Nc1cccc(NC(=O)C2CC3CCC2C3)c1 (stereo unspecified)
 : 4	-0.2	10	4	-5	1	0.2	99	-3	-2
COc1ccc(-c2ccccc2)cc1NCc1ccc(OC)c(OC)c1
 : -1	-0.2	0	-1	-5	3	4.1	96	0	1
OC(CNC1Cc2ccccc2C1)COc1ccc(Cl)cc1 (stereo unspecified)
 : -6	-0.1	2	2	-19	1	-0.7	101	2	-4
O=C(c1cccc(N2C(=O)C3C4C=CC(C4)C3C2=O)c1)N1CCCc2ccccc21 (stereo unspecified)
 : -2	-0.1	6	1	-8	2	0.6	103	-4	-3
C#CCOCCOCCOCCNc1nc(N2CCN(C(=O)Cn3cc(CCCCN)nn3)CC2)nc(N2CCN(C(=O)[C@H](Cc3ccc(O)cc3)n3cc(CCO)nn3)CC2)n1
 : -3	-0.1	-2	17	-10	0	2.8	97	0	5
O=C(NCc1ccco1)c1cnc2n(c1=O)CCS2
 : 8	1.2	2	7	-9	-1	-0.1	102	6	-3
Cc1cccc(NC(=O)Nc2ccc(Oc3c(F)c(F)c(F)c(F)c3F)cc2)c1
 : 0	0.2	-2	1	-7	-1	-2.0	94	-4	-3
CCCN(C(=O)C1CC(=O)N(c2ccccc2C(C)CC)C1)C1CCS(=O)(=O)C1 (stereo unspecified)
 : 0	-0.1	-3	1	-5	2	-1.3	102	-2	-6
CC(C)(C)c1ccc(-c2noc(CCC(=O)NCC3CCCO3)n2)cc1 (stereo unspecified)
 : -3	0.2	-3	-4	-12	-8	-2.1	62*	-17	-2
COc1ccccc1C1CCN(c2cc(O)ccc2[N+](=O)[O-])CC1
 : -2	-0.2	1	16	-2	2	-0.4	97	-7	16
Cc1nnsc1C(=O)N/N=C/c1ccc(OC(F)(F)F)cc1
 : -3	-0.1	-3	-6	0	3	0.7	91	-9	0
COc1cc2ccccc2cc1C(=O)NC(=S)Nc1ccc(C(=O)O)cc1
 : 3	-0.3	-8	-10	·	3	0.1	97	1	6
Cc1ccc(NC(=O)c2ccc(Cl)c(S(=O)(=O)N3CCc4ccccc43)c2)nc1
 : 8	0.5	-24	-4	-3	-7	0.5	93	-7	5
O=C1N[C@@H](Cc2ccccc2)COC(=O)[C@@H](Cc2ccc(F)cc2)CC/C=C/C[C@H]1CC(=O)N(CCO)Cc1ccccc1
 : -5	0.1	1	24	-4	2	-1.6	91	8	-21
O=C(C[C@@H]1C/C=C\C[C@@H](Cc2ccc(F)cc2)C(=O)OC[C@@H]2CCCN2C1=O)N[C@H](CO)Cc1ccccc1
 : 3	0.1	-6	7	-11	3	-0.6	94	0	5
O=C(CN(Cc1ccccc1)S(=O)(=O)c1ccccc1)N1CCOCC1
 : -1	0.0	3	-2	-6	1	-1.9	94	3	0
CCOC(=O)[C@H]1[C@H]2COc3ccc(OC)cc3[C@@H]2N2C(=O)c3cc(OC)ccc3NC(=O)[C@@]12C
 : 2	0.1	31	-19	-3	2	2.3	95	3	10
Cc1cc(NC(=O)c2ccc3c(c2)C(=O)N(Cc2cccnc2)C3=O)no1
 : 4	0.1	-1	1	-6	2	5.1	93	1	1
O=C(COc1cccc(Cl)c1)Nc1nc(-c2ccc(S(=O)(=O)N3CCOCC3)cc2)cs1
 : 1	0.2	-19	-3	1	-5	-2.0	93	10	3
COn1c(SCC(N)=O)nc2ccccc2c1=O
 : 2	-0.1	-2	0	·	-2	13	106	-2	-2
O=C(Nc1cccc(S(=O)(=O)N2CCCCC2)c1)[C@@H]1CCCN1S(=O)(=O)c1ccccc1C(F)(F)F
 : -7	-0.3	-11	9	-2	-1	-0.6	95	4	-3
O=C1CCCN1CCCNC(=S)Nc1ccccc1
 : -3	0.2	2	1	-4	1	0.9	100	6	-8
CCn1ccnc1CN(C)Cc1nc(CCC(C)C)no1
 : 2	-0.3	0	-3	-2	2	-0.9	100	0	-14
CCCc1cc(C(=O)Cc2ccccn2)c(O)cc1O
 : -1	-0.1	8	3	-2	2	-0.7	91	-8	-4
O=C(/C=C/c1cccnc1)c1cc(F)ccc1O
 : 0	-0.1	5	-8	-6	12	0.2	93	-4	-6
CCCn1nc(C(=O)OCC(=O)Nc2cccc(S(N)(=O)=O)c2)c2ccccc2c1=O
 : 8	-0.2	0	-10	-58	1	-0.2	98	7	-2
COC(=O)N/N=C\c1ccccc1OC/C=C/c1ccccc1
 : -9	0.2	-5	-11	·	1	-0.5	97	-2	4
O=C(Nc1ccc(F)cc1)C(c1cc2ccccc2o1)N1CCN(C(=O)c2ccco2)CC1 (stereo unspecified)
 : 3	0.8	·	·	-5	·	·	·	·	0
CC(C)c1ccccc1NC(=S)NCc1ccncc1
 : 0	-0.4	2	-8	-4	0	-0.1	101	-1	0
CC(C)(C)c1ccc(C(=O)OCC(=O)NCc2ccco2)cc1
 : -1	-0.1	0	-3	-3	10	-1.0	97	-10	-9
CC1CCCC(NC(=O)Cc2ccc(Br)cc2)C1C (stereo unspecified)
 : -2	0.2	1	-3	-4	-1	4.8	98	1	-1
COc1ccc(OC(C)C(=O)N2CCc3ccccc3C2)cc1 (stereo unspecified)
 : -6	-0.3	-2	-1	-5	0	6.2	92	0	-5
COc1ccc(N2CCN(C(=O)CSc3nc4[nH]ncc4c(=O)n3-c3cccc4ccccc34)CC2)cc1
 : 1	-0.5	-3	-4	-4	-2	-1.2	94	10	4
COc1ccccc1NS(=O)(=O)/C=C/c1ccccc1
 : -2	0.1	9	-3	-4	-2	4.0	99	-3	-12
Cc1ccc(CSC2=NCCN2C(=O)C2CC2)cc1
 : -2	0.0	-15	-2	0	2	-2.7	84	1	-1
C=CCNc1nc(S(=O)Cc2ccc(C)cc2)nc2c1CCCC2 (stereo unspecified)
 : -6	0.1	·	16	-5	-4	1.1	99	3	-1
O=C(O)CCC(=O)NC1CCCCCCC1
 : -3	0.2	3	-15	-4	0	1.2	99	0	2
O=C(NCc1cccc(C(F)(F)F)c1)c1cccc(S(=O)(=O)N2CCN(Cc3ccccc3)CC2)c1
 : -1	0.4	-17	-10	-4	-3	-0.3	99	-9	6
Cc1cccc(N=C2NN=C(c3c(C)[nH]c4ccccc34)CS2)c1
 : 1	0.9	-12	-17	-4	-5	-0.7	85	-5	-1
CCOC(=O)N1CCC(N2Cc3cccc(C(=O)Nc4c(C)cccc4CC)c3C2=O)CC1
 : 5	0.1	-6	-4	-3	1	-0.4	101	6	-12
Nc1[nH]c(=O)nc2snnc12
 : -1	0.0	4	2	-6	-1	-0.5	99	1	-3
COc1ccc(C(=O)C2CCCN(C(=O)c3ccc4nccnc4c3)C2)c(C)c1 (stereo unspecified)
 : 9	-0.2	9	4	-7	2	0.3	108	0	-1
COCCn1c(C)cc(C(=O)CSc2nnc(C)s2)c1C
 : -4	-0.2	-3	2	-2	-22	-6.2	98	-18	6
CSc1ccc(CN(C)CC(=O)NCCc2ccccc2)cc1
 : -6	-0.1	69*	6	-3	0	-0.6	94	0	-1
O=C(Nc1ccc(CN2CCOCC2)cc1)c1ccc(N2CCCC2)c([N+](=O)[O-])c1
 : -4	0.0	-1	-2	-3	0	-0.6	105	-3	-2
COc1cc(C(=O)NCC2(N3CCCCC3)CCCCC2)ccc1OCC(=O)N1CCOCC1
 : -3	0.0	-2	2	-2	-5	-0.1	98	2	-2
S=C(NCCSCc1c(Cl)cccc1Cl)Nc1ccccc1
 : -7	0.5	-14	-1	-8	-3	-3.5	99	-19	-2
O=C(CC12CC3CC(CC(C3)C1)C2)Nc1ccc(C(=O)O)cc1
 : 6	0.0	-8	-6	-5	1	-0.8	98	0	-1
O=C(CC1SCCNC1=O)Nc1ccc(F)c(Cl)c1 (stereo unspecified)
 : -2	0.0	21	1	-4	2	2.3	103	-2	5
C#CCOc1nc(C)cc(C)c1S(=O)(=O)c1ccccc1C
 : 3	0.5	2	15	-2	0	0.1	97	-5	4
CC(O)CNCc1ccccc1C(F)(F)F (stereo unspecified)
 : -4	-0.2	6	1	8	1	-0.1	97	7	-11
CCOC(=O)c1nn(-c2ccc(F)cc2)c(=O)cc1OCC(=O)N1CCN(c2ccccc2)CC1
 : -5	0.0	-10	-5	-2	1	-0.5	101	4	-2
O=C1c2ccccc2C(=O)N1C1CCCCC1
 : -2	0.1	0	0	1	0	-0.7	99	-2	-2
Nc1nnc(COc2cccc(C(F)(F)F)c2)s1
 : 1	-0.2	5	9	-7	-2	-1.6	100	-10	-2
OCC(Cc1ccc2c(c1)OCO2)C(CO)Cc1ccc2c(c1)OCO2 (stereo unspecified)
 : -2	-0.2	-7	·	·	-3	1.4	98	-1	-6
O=C(Oc1c(CN2CCOCC2)cc(Cl)c2cccnc12)c1ccccc1
 : -12	-0.2	8	7	-7	-8	0.5	86	20	3
COc1cc(C(=S)N2CCOCC2)cc(OC)c1OC
 : 5	-0.2	-3	10	-5	2	-0.1	97	3	5
CCCCNC(=O)C(=O)N/N=C/c1cccc(Br)c1
 : -1	0.0	3	4	-5	8	-0.4	96	-4	-1
O=C(O)c1cc2ccccc2n1-c1ccccc1
 : 2	-0.2	-3	6	-5	4	1.7	84	0	6
C[C@@H]1NC(=O)N(c2ccc(F)cc2)C1=O
 : 2	-0.2	-9	-5	-3	3	0.0	104	-5	-8

(continued)
Values run as follows: HTR2A ag	aDG glyco up	Vif imaging	PDI inh	CaV13 ICDI inh	N-glyco inh	hiPSC survival	ABCB6 inh 2	Cardio protect	Exocytosis inh
NC(=S)NNC(=O)c1ccccc1Cl
 : -4	-0.2	1	-3	-4	2	-0.7	101	-3	18
Cc1n[nH]c(=S)n1/N=C/c1cccc(OCc2ccccc2)c1
 : 2	0.4	-7	0	8	-2	1.7	95	-5	0
Cc1cc2ccccc2nc1SCC(=O)Nc1nc(-c2ccccc2)cs1
 : 1	0.1	13	-12	-6	-3	3.6	102	-2	-3
COCCn1c(C)cc(C(=O)COC(=O)c2cccnc2SC)c1C
 : -5	0.0	0	2	-7	-17	-1.0	93	-16	-17
Cc1ccc2cc3cc(C(=O)NC4CC4)oc3nc2c1
 : 4	-0.1	-6	-5	-4	4	-0.7	98	-11	-1
COc1ccc(CCNC(=O)c2cc3c(=O)n4cccc(C)c4nc3n(Cc3ccco3)c2=N)cc1OC
 : -10	-0.1	8	2	-12	11	0.0	93	37	33
CCC(C)c1ccc(NC(=O)Nc2cnccn2)cc1 (stereo unspecified)
 : -2	0.5	·	6	-3	13	-0.3	98	-11	2
Cc1ccc(C)c(-n2cc(CNCCCn3cccn3)c(-c3ccccc3)n2)c1
 : -8	0.1	-3	-7	-5	-2	-0.3	98	-1	0
